# Screens from PubChem.
# BioA inh – inhibitors of Mycobacterium tuberculosis BioA enzyme; purified M. tuberculosis BioA enzyme, plate reader; inhibition, % at 9.99 µM; 360,000 tested, 0.096% active; in the data active = inhibition above about 40%
# An asterisk follows results filed as active.
canonical_smiles,BioA inh
CCC(=O)Nc1ccc2c(c1)C(=O)N(C)C[C@H](OC)[C@@H](C)CN(CC1CC1)[C@@H](C)CO2,1.6
CCC(=O)Nc1ccc2c(c1)OC[C@@H](C)N(C(=O)c1cnccn1)C[C@H](C)[C@@H](OC)CN(C)C2=O,-2.2
CO[C@H]1CN(C)C(=O)c2ccc(NS(=O)(=O)c3ccc(F)cc3)cc2OC[C@H](C)NC[C@H]1C,2.2
COc1ccccc1NC(=O)N1C[C@H]2[C@@H](c3ccccc31)[C@@H](CO)N2C(=O)c1ccccc1,0.7
CC(C)NC(=O)Nc1ccc2c(c1)CC(=O)N([C@H](C)CO)C[C@H](C)[C@H](CN(C)S(=O)(=O)c1cn(C)cn1)O2,-2.0
O=C(C[C@H]1C=C[C@@H](NC(=O)Nc2ccc3c(c2)OCO3)[C@H](CO)O1)NCCCN1CCOCC1,-2.2
C[C@H](CO)N1C[C@H](C)[C@H](CN(C)S(=O)(=O)c2ccc(Cl)cc2)Oc2ccc(NC(=O)C3CCCCC3)cc2CC1=O,6.1
O=C(Cc1ccncc1)NCC[C@H]1CC[C@H](NC(=O)C2CC2)[C@H](CO)O1,3.1
O=C(Nc1ccc(C(F)(F)F)cc1)N[C@@H]1C=C[C@@H](CC(=O)N2CCCCC2)O[C@H]1CO,-0.1
COCC#Cc1cnc2c(c1)C(=O)N([C@@H](C)CO)C[C@H](C)[C@@H](CN(C)C(=O)C1CCOCC1)O2,-1.5

# The results go on:
canonical_smiles,BioA inh
C[C@@H]1CN([C@H](C)CO)C(=O)c2cc(NC(=O)Nc3ccc4c(c3)OCO4)ccc2O[C@@H](C)CCCCO[C@H]1CN(C)C(=O)C1CCCCC1,6.0
C[C@@H]1CN([C@@H](C)CO)S(=O)(=O)c2ccc(-c3cncnc3)cc2O[C@@H]1CN(C)C(=O)C1CC1,-2.8
Cc1ccc(S(=O)(=O)Nc2ccc3c(c2)C(=O)N([C@@H](C)CO)C[C@H](C)[C@H](CN(C)C(=O)NC2CCCCC2)O3)cc1,2.0
C[C@@H]1CN([C@H](C)CO)C(=O)c2cc(NS(C)(=O)=O)ccc2O[C@@H](C)CCCCO[C@H]1CN(C)S(=O)(=O)c1ccc(Cl)cc1,0.4
CCCC#Cc1cnc2c(c1)C(=O)N([C@H](C)CO)C[C@@H](C)[C@H](CN(C)C)O2,0.5
O=C(C[C@H]1CC[C@@H](NC(=O)Nc2cc(F)ccc2F)[C@@H](CO)O1)NCCCN1CCOCC1,-1.0
C[C@@H]1CN([C@H](C)CO)C(=O)Cc2cc(NC(=O)Cn3cnnn3)ccc2O[C@@H]1CN(C)S(=O)(=O)c1ccccc1,-0.9
CO[C@@H]1CN(C)C(=O)c2cc(NC(=O)C3CCC3)ccc2OC[C@@H](C)N(Cc2ccncc2)C[C@H]1C,-1.8
CC(C)NC(=O)N(C)C[C@H]1Oc2ccc(NC(=O)Nc3ccccc3)cc2CC(=O)N([C@H](C)CO)C[C@@H]1C,-0.4
Cc1noc(C)c1NC(=O)N[C@H]1CC[C@@H](CCNC(=O)C2CCCCC2)O[C@H]1CO,0.6

# Remaining list, next part
canonical_smiles,BioA inh
C/C=C/c1ccc2c(c1)O[C@H](CN(C)C(=O)C1CCCCC1)[C@@H](C)CN([C@H](C)CO)S2(=O)=O,4.6
C[C@H](CO)N1C[C@H](C)[C@H](CN(C)CC2CC2)Oc2ccc(NS(=O)(=O)c3cccs3)cc2CC1=O,3.0
C[C@H](CO)N1C[C@H](C)[C@@H](CN(C)C(=O)Nc2ccc(F)cc2)OCc2ccccc2-c2c(n(C)c3ccccc23)C1=O,0.7
C[C@@H]1CCCCO[C@H](CN(C)C(=O)CCCN(C)C)[C@H](C)CN([C@@H](C)CO)C(=O)c2cc(N(C)C)ccc2O1,1.5
CC(C)NC(=O)N(C)C[C@@H]1Oc2ccc(NC(=O)CCCCCC(=O)Nc3ccccc3N)cc2C(=O)N([C@@H](C)CO)C[C@H]1C,-2.9
C[C@H]1CN([C@@H](C)CO)C(=O)Cc2cc(NC(=O)C3CCCCC3)ccc2O[C@@H]1CN(C)C(=O)Nc1ccccc1,-0.7
CN1c2ccc(Br)cc2[C@H]2[C@H](CCN2C(=O)Nc2ccc(F)cc2)[C@H]1CO,2.8
COCC(=O)N1[C@H](CO)[C@@H](c2ccc(C3=CCCCC3)cc2)[C@@H]1C#N,-0.6
CC(C)CC#Cc1cnc2c(c1)C(=O)N([C@H](C)CO)C[C@H](C)[C@H](CN(C)C(=O)C1CCOCC1)O2,-2.7
CCN1[C@@H]2c3ccc(-c4ccncc4)c(=O)n3C[C@@H]2[C@@H](CO)[C@@H]1C(=O)NCc1ccccc1,-0.8

# More records follow:
canonical_smiles,BioA inh
COc1ccc(S(=O)(=O)N(C)C[C@H]2OCCCC[C@@H](C)Oc3ccc(NC(=O)NC(C)C)cc3C(=O)N([C@@H](C)CO)C[C@H]2C)cc1,2.0
C[C@@H]1CN([C@H](C)CO)C(=O)Cc2cc(NC(=O)CCN3CCOCC3)ccc2O[C@H]1CN(C)C(=O)Nc1ccccc1,-1.1
Cc1ccccc1-c1ccc2c(c1)O[C@H](CN(C)C(=O)c1ccccn1)[C@@H](C)CN([C@@H](C)CO)S2(=O)=O,1.6
C[C@@H]1CCCCO[C@@H](CN(C)S(C)(=O)=O)[C@H](C)CN([C@@H](C)CO)C(=O)c2cc(NC(=O)Nc3ccc(F)cc3)ccc2O1,1.3
COCC(=O)Nc1ccc2c(c1)C(=O)N(C)C[C@H](OC)[C@@H](C)CN(Cc1ccccc1F)[C@H](C)CO2,-1.5
CO[C@@H]1CN(C)C(=O)c2ccc(NC(=O)C3CC3)cc2OC[C@H](C)N(C(=O)c2ccccc2)C[C@H]1C,1.9
O=C(C[C@H]1C=C[C@@H](NC(=O)Nc2ccc(C(F)(F)F)cc2)[C@H](CO)O1)NCc1ccccn1,-1.9
C[C@@H]1CN([C@H](C)CO)C(=O)c2cc(NS(=O)(=O)c3cn(C)cn3)ccc2O[C@@H]1CN(C)CC1CC1,-2.1
O=C(C[C@H]1CC[C@H](NC(=O)CC2CC2)[C@@H](CO)O1)NCc1ccc(Cl)cc1,-1.7
C[C@@H]1CN([C@H](C)CO)C(=O)Cc2cc(NC(=O)c3ccncc3)ccc2O[C@@H]1CN(C)C,0.1

# Further records follow.
canonical_smiles,BioA inh
COCC(=O)N(C)C[C@@H]1Oc2cc(C#CCC3CCCC3)ccc2S(=O)(=O)N([C@@H](C)CO)C[C@H]1C,-1.6
C[C@@H]1CN([C@@H](C)CO)C(=O)c2cc(NC(=O)c3ccccc3)ccc2O[C@@H](C)CCCCO[C@@H]1CN(C)CC1CCCCC1,-0.6
CO[C@@H](CN(C)C(=O)c1ccc2c(c1)OCO2)[C@@H](C)CN([C@H](C)CO)S(=O)(=O)c1ccc(C)cc1,1.2
C=CCOC(=O)[C@H]1[C@@H]2C(=O)O[C@@H](c3ccccc3)[C@@H](c3ccccc3)N2[C@@H](c2ccc(OCCOC(=O)[C@H]3C[C@H]4C(=O)N5CCC[C@H]5C(=O)N4[C@H]3c3cccc(OCCO)c3)cc2)[C@]12C(=O)Nc1ccccc12,-1.3
CCNC(=O)C[C@H]1CC[C@@H]2[C@H](COc3ccc(NC(=O)Nc4ccc(Cl)cc4)cc3C(=O)N2C)O1,1.4
C[C@@H]1CN([C@@H](C)CO)C(=O)c2cccc(NC(=O)Nc3ccccc3)c2O[C@@H]1CN(C)Cc1ccc(C(=O)Nc2ccccc2N)cc1,7.9
C[C@H]1CN([C@@H](C)CO)C(=O)c2cc(NC(=O)Nc3ccccc3)ccc2O[C@@H]1CN(C)S(=O)(=O)c1cccs1,2.3
CN(C)C(=O)c1cc2c(c(-c3cccc(C4=CCCC4)c3)n1)[C@H](CCO)N([S@@](=O)C(C)(C)C)C2,-2.4
CO[C@@H]1CN(C)C(=O)c2cc(NC(=O)c3cnccn3)ccc2OC[C@H](C)N(C(=O)C2CC2)C[C@H]1C,4.6
O=C(C[C@H]1C[C@@H]2c3cc(NC(=O)C4CCC4)ccc3O[C@@H]2[C@@H](CO)O1)NCCc1ccccc1,1.0

# Carrying on.
canonical_smiles,BioA inh
Cn1cnc(S(=O)(=O)N[C@H]2CC[C@H](CC(=O)NCC3CCCCC3)O[C@H]2CO)c1,-2.7
COc1ccccc1S(=O)(=O)N[C@@H]1C=C[C@H](CC(=O)N2CCOCC2)O[C@@H]1CO,-5.0
COc1ccccc1CN1CC[C@H]2[C@H](CO)Nc3ccc(-c4ccc(C(=O)N(C)C)cc4)cc3[C@H]21,-1.8
COc1ccc(S(=O)(=O)N(C)C[C@@H]2Oc3c(NC(=O)NC(C)C)cccc3C(=O)N([C@H](C)CO)C[C@@H]2C)cc1,0.7
C[C@H]1CCCCO[C@H](CN(C)S(=O)(=O)c2ccccc2)[C@@H](C)CN([C@@H](C)CO)C(=O)c2cc(NC(=O)Nc3cccc4ccccc34)ccc2O1,-3.6
COCC(=O)N(C)C[C@H]1Oc2cc(C#C[C@H](C)O)ccc2S(=O)(=O)N([C@@H](C)CO)C[C@@H]1C,-0.3
C[C@@H]1CCCCO[C@H](CN(C)Cc2ccc3c(c2)OCO3)[C@@H](C)CN([C@H](C)CO)C(=O)c2cc(NS(=O)(=O)c3ccccc3)ccc2O1,0.7
Cc1noc(C)c1C(=O)N(C)C[C@@H]1OCc2ccccc2-c2c(n(C)c3ccccc23)C(=O)N([C@@H](C)CO)C[C@@H]1C,1.4
Cc1ccc(S(=O)(=O)N[C@@H]2CC[C@H](CCn3cc(-c4cccnc4)nn3)O[C@H]2CO)cc1,11
C[C@@H]1CCCCO[C@H](CN(C)C(=O)Cc2ccccc2)[C@@H](C)CN([C@@H](C)CO)C(=O)c2cc(NC(=O)Nc3ccc(F)cc3)ccc2O1,-1.7

# (further entries)
canonical_smiles,BioA inh
C[C@@H](NC(=O)C[C@@H]1CC[C@@H]2[C@H](COC[C@@H](O)CN2C(=O)Nc2cc(Cl)cc(Cl)c2)O1)c1ccccc1,-1.1
CO[C@H]1CN(C)C(=O)c2cc(NS(=O)(=O)CC(F)(F)F)ccc2OC[C@@H](C)N(CCC(F)(F)F)C[C@@H]1C,-6.7
C[C@H]1CN([C@@H](C)CO)C(=O)c2cc(-c3cccnc3)cnc2O[C@@H]1CN(C)C(=O)C1CCCCC1,0.5
C[C@H](NC(=O)C[C@@H]1CC[C@H](NC(=O)C2CC2)[C@@H](CO)O1)c1ccccc1,2.8
CCC(=O)N1C[C@H](C)[C@H](OC)CN(C)C(=O)c2ccc(NC(=O)NC(C)C)cc2OC[C@@H]1C,-2.2
CC(C)NC(=O)N(C)C[C@@H]1OCCCC[C@@H](C)Oc2ccc(NC(=O)c3ccccc3)cc2C(=O)N([C@@H](C)CO)C[C@H]1C,1.1
Cc1ccccc1-c1cnc2c(c1)C(=O)N([C@H](C)CO)C[C@@H](C)[C@@H](CN(C)C(=O)CC1CC1)O2,0.3
CC(C)NC(=O)NCC[C@@H]1CC[C@H](NC(=O)Nc2ccccc2)[C@H](CO)O1,2.6
CO[C@H]1CN(C)C(=O)c2ccc(NC(=O)c3cc(C)on3)cc2OC[C@@H](C)N(C(=O)C2CC2)C[C@H]1C,2.8
O=C(C[C@H]1CC[C@H]2[C@@H](COC[C@@H](O)CN2C(=O)C2CC2)O1)NCc1ccncc1,-1.0

# 5 compounds from above, sorted by count of non-hydrogen atoms, ascending:
canonical_smiles,BioA inh
C[C@H](NC(=O)C[C@@H]1CC[C@H](NC(=O)C2CC2)[C@@H](CO)O1)c1ccccc1,2.8
Cc1ccccc1-c1cnc2c(c1)C(=O)N([C@H](C)CO)C[C@@H](C)[C@@H](CN(C)C(=O)CC1CC1)O2,0.3
C[C@H]1CN([C@@H](C)CO)C(=O)c2cc(-c3cccnc3)cnc2O[C@@H]1CN(C)C(=O)C1CCCCC1,0.5
CO[C@H]1CN(C)C(=O)c2ccc(NC(=O)c3cc(C)on3)cc2OC[C@@H](C)N(C(=O)C2CC2)C[C@H]1C,2.8
CO[C@H]1CN(C)C(=O)c2cc(NS(=O)(=O)CC(F)(F)F)ccc2OC[C@@H](C)N(CCC(F)(F)F)C[C@@H]1C,-6.7

# Single entries from the entries so far:
# Result for C[C@@H]1CN([C@@H](C)CO)C(=O)c2cccc(NC(=O)Nc3ccccc3)c2O[C@@H]1CN(C)Cc1ccc(C(=O)Nc2ccccc2N)cc1 in BioA inh: 7.9
# Result for C[C@@H](NC(=O)C[C@@H]1CC[C@@H]2[C@H](COC[C@@H](O)CN2C(=O)Nc2cc(Cl)cc(Cl)c2)O1)c1ccccc1 in BioA inh: -1.1

# More compounds.
canonical_smiles,BioA inh
CCC(=O)N(C)C[C@H]1[C@@H](c2ccc(C3=CCCC3)cc2)[C@@H](CO)N1C(=O)CC,-1.3
COc1ccc(CNC(=O)C[C@@H]2CC[C@@H](NC(=O)Nc3ccc4c(c3)OCO4)[C@@H](CO)O2)cc1,-1.8
C[C@@H]1CN([C@@H](C)CO)C(=O)c2cc(C3=CCCC3)cnc2O[C@H]1CN(C)C(=O)c1ccncc1,0.9
Cc1noc(C)c1S(=O)(=O)Nc1ccc2c(c1)C(=O)N([C@@H](C)CO)C[C@@H](C)[C@H](CN(C)C(=O)Cc1ccccc1)OCCCC[C@@H](C)O2,-1.4
O=C(NCC[C@H]1CC[C@H](NS(=O)(=O)c2cccc(F)c2)[C@H](CO)O1)C1CC1,1.2
Cc1ccc(S(=O)(=O)N(C)C[C@H]2Oc3ccc(NC(=O)C4CCCCC4)cc3CC(=O)N([C@@H](C)CO)C[C@@H]2C)cc1,-1.9
COc1ccc(NC(=O)Nc2ccc3c(c2)CC(=O)N([C@@H](C)CO)C[C@H](C)[C@H](CN(C)C(=O)Nc2ccc4c(c2)OCO4)O3)cc1,-0.1
CNC[C@H]1Oc2c(NC(=O)Nc3ccccc3)cccc2C(=O)N([C@@H](C)CO)C[C@H]1C,-0.3
Cc1noc(C)c1S(=O)(=O)Nc1ccc2c(c1)C(=O)N([C@@H](C)CO)C[C@H](C)[C@@H](CN(C)Cc1ccc(-c3ccccc3)cc1)O2,0.0
C[C@H](CO)N1C[C@H](C)[C@H](CN(C)CC2CC2)OCCCC[C@H](C)Oc2ccc(NC(=O)NC3CCCCC3)cc2C1=O,7.7

# These rows are one share of the data; count on the stated rates, not on these rows.
